TrxR1 inh – qHTS Assay for Inhibitors of Mammalian Selenoprotein Thioredoxin Reductase 1 (TrxR1): qHTS | recombinant rTrxR1, NADPH fluorescence consumption, selenite substrate | actives 1% (n = 390,000) | Potency, µM (highest dose often 114 µM), without a hit: top-dose activity change, negative = inhibition, hits mostly inhibitors | Thioredoxin reductase 1, cytoplasmic (Rattus norvegicus), O89049; note: % is set by controls: 0 for no effect and ±100 for the full control effect; nearly all actives have a fitted effect of over 65% in size
Target sequence (O89049 whole entry, looked up): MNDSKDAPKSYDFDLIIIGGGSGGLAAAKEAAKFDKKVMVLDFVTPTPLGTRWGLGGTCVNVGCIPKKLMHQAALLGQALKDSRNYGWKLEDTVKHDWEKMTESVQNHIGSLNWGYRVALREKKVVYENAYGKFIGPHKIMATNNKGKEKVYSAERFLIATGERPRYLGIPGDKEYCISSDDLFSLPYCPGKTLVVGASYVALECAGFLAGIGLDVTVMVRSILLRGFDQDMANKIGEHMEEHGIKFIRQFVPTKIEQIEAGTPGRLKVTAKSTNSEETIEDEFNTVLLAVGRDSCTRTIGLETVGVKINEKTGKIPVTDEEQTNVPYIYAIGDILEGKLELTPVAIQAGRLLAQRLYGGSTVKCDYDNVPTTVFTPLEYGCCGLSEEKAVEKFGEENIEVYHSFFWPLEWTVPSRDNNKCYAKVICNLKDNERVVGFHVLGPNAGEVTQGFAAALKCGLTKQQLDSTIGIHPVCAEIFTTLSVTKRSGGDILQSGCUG
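Rat TrxR1 (90 nM in the dispensed reagent) was pre-reduced with 400 uM NADPH for 5 min at room temperature, then incubated with compound for 15 min. After 400 uM selenite was added, NADPH fluorescence (Ex 340/Em 450 nm) was followed for 8 min.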
RGS4 inhibitor – Inhibitors of Regulator of G Protein Signaling (RGS) 4: qHTS. Potency, µM (titrated, usually from 114 µM), inactives show top-dose activity change, negative = inhibition, hits mostly inhibitors. actives 0.039% (n = 390,000). Regulator of G-protein signaling 4 (Homo sapiens), P49798. Transcreener GDP fluorescence polarization, RGS4-accelerated GTP hydrolysis. AID 504845, 2011; note: % is set by controls: 0 for no effect and ±100 for the full control effect; nearly all actives have a fitted effect of over 75% in size; some results filed as inactive show a strong effect at the top dose
Target sequence (P49798 whole entry, looked up): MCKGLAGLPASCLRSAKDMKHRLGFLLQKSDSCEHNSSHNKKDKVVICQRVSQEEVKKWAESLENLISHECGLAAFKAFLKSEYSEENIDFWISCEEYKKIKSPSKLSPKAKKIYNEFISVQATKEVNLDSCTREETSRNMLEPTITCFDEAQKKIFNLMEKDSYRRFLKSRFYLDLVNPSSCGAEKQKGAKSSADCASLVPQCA
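MLSMR compounds (23 nl, pin-transferred) preincubated 10 min at room temperature with a 500nM (2x) first reagent, then RGS4 at 900nM (2x) plus Transcreener GDP mix added; fluorescence polarization (620/688 nm) read before and after 90 min at 30 °C.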
RXFP1 ag – qHTS Assay for Agonists of the Relaxin Receptor RXFP1 | HEK293T-RXFP1 cAMP TR-FRET, 30 min; response scale: percent of porcine relaxin response, buffer zero | AID 2676, 2010 | actives 0.3% (n = 370,000) | Potency, µM (doses to about 57.5 µM), without a hit: at the highest dose activation, usual class: activators; note: % is set by controls: 0 for no effect and ±100 for the full control effect; nearly all actives have a fitted effect of over 60% in size; many of its hits are not listed in these tables
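HEK293T cells stably expressing RXFP1 were pretreated with the PDE4 inhibitor Ro 20174, exposed to compounds for 30 min at 37C, lysed, and cAMP was read by TR-FRET. Data normalized to buffer (basal) and 29 nM porcine relaxin (100%).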
TrxR1 substrate – qHTS Assay for Substrates of Mammalian Selenoprotein Thioredoxin Reductase 1 (TrxR1): qHTS; Thioredoxin reductase 1, cytoplasmic (Rattus norvegicus), O89049; purified TrxR1 substrate turnover, NADPH consumption readout; Potency, µM (titrated, usually from 114 µM), for inactives: top-dose activity change, negative = substrate turnover; actives 0.01% (n = 390,000); AID 588456, 2011; note: % is set by controls: 0 for no effect and ±100 for the full control effect; nearly all actives have a fitted effect of over 50% in size
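Rat TrxR1, dispensed at 90 nM, was prereduced with 400 uM NADPH (final) for 5 min at ~22 deg C, then incubated with compound 15 min before 400 uM selenite. A first-read NADPH fluorescence drop versus no-compound background flagged substrates.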
12-LOX inh – Primary qHTS assay for inhibitors of human arachidonate 12S-lipoxygenase (ALOX12): Round 2. Polyunsaturated fatty acid lipoxygenase ALOX12 (Homo sapiens), P18054. purified 12hLO, xylenol orange hydroperoxide absorbance. actives 1.1% (n = 580,000). Potency, µM (highest dose often 108 µM), for inactives: at the top dose activity change, negative = inhibition, actives largely listed as inhibitors; note: % is set by controls: 0 for no effect and ±100 for the full control effect
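Purified human 12hLO at 150 nM in 25 mM Hepes, 0.01% Triton X-100, pH 7.0, preincubated 15 min at room temperature with compound. Reaction started with 40 uM arachidonic acid, 30 min at room temperature. Hydroperoxide measured by Fe-xylenol orange, 573/405 nm absorbance ratio.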
Vif-A3G inh – qHTS for Inhibitors of Vif-A3G Interactions: qHTS | Potency, µM (titrated, usually from 46.1 µM), inactives show top-dose activity, negative = active, most hits filed as inhibitors | DNA dC->dU-editing enzyme APOBEC-3G (Homo sapiens), Q9HC16 | actives 0.076% (n = 410,000) | HeLa A3G-eYFP + Vif (tagged APOBEC3G with the HIV-1 protein that degrades it), YFP fluorescence, overnight;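 note: % is set by controls: 0 for no effect and ±100 for the full control effect; nearly all actives have a fitted effect of over 60% in size; hits raise eYFP signal because A3G escapes Vif-driven loss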
Target sequence (Q9HC16 whole entry, looked up): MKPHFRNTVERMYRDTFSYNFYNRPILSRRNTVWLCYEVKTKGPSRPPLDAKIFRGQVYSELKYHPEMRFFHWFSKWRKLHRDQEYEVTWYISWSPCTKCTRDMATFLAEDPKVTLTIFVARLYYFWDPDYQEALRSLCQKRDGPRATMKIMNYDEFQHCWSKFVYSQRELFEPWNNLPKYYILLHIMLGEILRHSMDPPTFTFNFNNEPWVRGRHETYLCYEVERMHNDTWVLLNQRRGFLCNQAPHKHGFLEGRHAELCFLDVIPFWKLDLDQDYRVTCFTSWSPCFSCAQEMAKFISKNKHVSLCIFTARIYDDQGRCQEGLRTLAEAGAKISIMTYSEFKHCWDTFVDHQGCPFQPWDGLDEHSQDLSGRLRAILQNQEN
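HeLa cells stably expressing Vif and C-terminally eYFP-tagged A3G, seeded overnight at 37 deg C, then exposed to compound by pintool overnight at 37 deg C. Rise in yellow fluorescence (Ex 488/Em 500-530, Acumen) marks blocked Vif-driven A3G degradation.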
Vif-APOBEC3F blk – qHTS for Inhibitors of Vif-A3F Interactions: qHTS; actives 0.2% (n = 390,000); HeLa A3F-eYFP + Vif (tagged APOBEC3F with the HIV-1 protein that degrades it), YFP fluorescence increase; Potency, µM (top dose mostly 46.1 µM), inactives show top-dose activity, negative = active; note: % of control where 0% means no effect; nearly all actives have a fitted effect of over 65% in size
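Fluorescence increase (Ex 488/Em 500-530) after overnight compound treatment at 37 deg C flags inhibition of Vif-driven A3F-eYFP loss in stable HeLa A3F-eYFP/Vif cells seeded overnight beforehand.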
mIDH1 inhibitor – qHTS for Inhibitors of mutant isocitrate dehydrogenase 1 (IDH1): qHTS; actives 0.093% (n = 390,000); Isocitrate dehydrogenase [NADP] cytoplasmic (Homo sapiens), O75874; AID 602179, 2012; Potency, µM (highest dose often 76.6 µM), for inactives: top-dose activity change, negative = inhibition, most hits filed as inhibitors; IDH1-R132H enzyme, NADPH consumption, diaphorase/resazurin fluorescence; note: % is set by controls: 0 for no effect and ±100 for the full control effect; nearly all actives have a fitted effect of over 65% in size
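IDH1-R132H (0.5 ug/mL dispensed) in pH 7.5 Tris buffer was preincubated 30 min with compound, then given a substrate mix of 0.016 mM NADPH and 2 mM alpha-KG for 80 min at room temperature; remaining NADPH was read by diaphorase/resazurin fluorescence.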
USP1-UAF1 inh – Inhibitors of USP1/UAF1: Primary Screen. Ubiquitin carboxyl-terminal hydrolase 1 (Homo sapiens), O94782. recombinant USP1/UAF1, Ub-Rhodamine cleavage fluorescence. Potency, µM (series often up to 57.1 µM), for the others: at the highest dose activity change, negative = inhibition, hits mostly inhibitors. actives 0.23% (n = 390,000); note: % is set by controls: 0 for no effect and ±100 for the full control effect; nearly all actives have a fitted effect of over 60% in size; inactives centre near -12
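USP1/UAF1 complex at 1 nM was preincubated with compound for 15 min at room temperature, then Ub-Rho substrate (150nM final) was added. Fluorescence (480/540 nm) was read kinetically, 6 reads every 60 seconds.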
* = called active by the depositor; ? = inconclusive; . = not tested or not shown; [ ] = another dose, or the depositor's remark. Calls come from the whole dose curve; as a rule, active = well fitted curve in the direction sought with a large enough effect; inconclusive = small, poorly fitted or top-dose-only effect, or another doubt; inactive = no such curve, though single readings can be large; an effect the other way counts as inactive or inconclusive. Potency is the fitted concentration of half-maximal effect.

item	SMILES	TrxR1 inh	RGS4 inhibitor	RXFP1 ag	TrxR1 substrate	12-LOX inh
1	Cn1c(=O)[nH]c(=O)c2c1nc(N)n2Cc1ccccc1	7%[2.29 µM]	-7%	1.3%	2%[2.29 µM]	?
2	C#CCOCCOCCOCCNc1nc(N2CCN(C(=O)Cn3cc(CCCN=C(N)N)nn3)CC2)nc(N2CCN(C(=O)Cn3cc(CC(C)O)nn3)CC2)n1 (stereo not given)	1%[57.1 µM]	23%	.	6%	-3%
3	CCOCCCn1c(=S)[nH]c2cc(C(=O)N3CCN(C4CCCCC4)CC3)ccc2c1=O	-11%	-12%	1.5%	-6%	2%
4	Cn1c(SCC(=O)c2cccs2)nnc1-c1ccco1	?	-9%	0.4%	4%[57.1 µM]	-20%
5	CC(C)C(NC(=O)c1ccc(Cl)cc1Cl)C(=O)N1CCN(S(=O)(=O)c2ccccc2)CC1 (stereo not given)	-7%	-5%	.	-4%	?
6	CCOC(=O)c1c(-c2ccc(C)cc2)csc1NC(=O)c1cc(-c2ccc(OC)cc2)on1	24%	36%	0.9%	4%	-2%
7	Cc1nc2cc(NCc3ccc(Cl)cc3)ccc2n1C	4%	-33%	-1.7%	4%	0%
8	Nc1nc(-c2ccc3c(c2)NC(=O)CO3)cs1	12%[57.1 µM]	7%	0.7%	16%[57.1 µM]	-16%
9	COc1ccc(C(=O)NCC2CCCO2)cc1OC (stereo not given)	16%	10%	2.4%	2%	11%
10	C=CCNc1nc(Cl)nc(Nc2ccc(OC)cc2)n1	31%	23%	0.6%	3%	?
11	Cc1cc(C)n2nc(C(=O)OCC(=O)N3C(C)CCCC3C)nc2n1 (stereo not given)	-4%	12%	0.5%	-2%	6%
12	O=C(NC1CCCCC1)c1ccc(CS(=O)(=O)c2ccc(Cl)cc2)o1	5%	2%	4.3%	-8%	?
13	CC(CC(=O)N1CCc2ccccc21)c1ccccc1 (stereo not given)	9%[57.1 µM]	3%	0.7%	-7%[57.1 µM]	0%
14	COc1ccc(NC(=O)c2c(NCc3ccc(C)o3)sc3c2CCC(C)C3)c(OC)c1 (stereo not given)	-7%[57.1 µM]	?	0.4%	-1%[57.1 µM]	?
15	O=C(CSC1=Nc2ccccc2C2=NC(Cc3c[nH]c4ccccc34)C(=O)N12)NC1CCCCC1 (stereo not given)	3%	-5%	0.3%	-8%	?

item	Vif-A3G inh	Vif-APOBEC3F blk	mIDH1 inhibitor	USP1-UAF1 inh
1	4%	-2%	2%	-15%
2	4%	-6%	-5%	-31%
3	-3%	2%	1%	-20%
4	1%	-2%	7%	-18%
5	1%	10%	-3%	-10%
6	-3%	3%	2%	-26%
7	-13%	-1%	0%	-21%
8	0%	-13%	6%	-8%
9	-6%	4%	0%	-20%
10	3%	0%	-1%	-5%
11	2%	5%	1%	-17%
12	2%	8%	-4%	-16%
13	-6%	0%	8%	-26%
14	-6%	1%	-11%	-26%
15	-11%	-2%	0%	-12%

(next part)
item	SMILES	TrxR1 inh	RGS4 inhibitor	RXFP1 ag	TrxR1 substrate	12-LOX inh
16	CCN1CCN(c2cc(C)c3cc(NC(=O)c4cc(Cl)ccc4OC)ccc3n2)CC1	13%	?	1.4%	6%	?
17	CC(=O)n1cc(/C=N/NC(=O)c2ccccc2Cl)c2ccccc21	-14%	22%	0.4%	-8%	.
18	Cc1[nH]c2ccccc2c1N=Nc1ccccc1F	26%	-4%	2.5%	3%	?
19	Cc1ccc(C2C(C#N)=C(N)Oc3n[nH]c(-c4ccccc4)c32)o1 (stereo not given)	-40%	-76%[11.4 µM]	-0.9%	4%[57.1 µM]	8%
20	Cc1cc2oc(C(=O)Nc3ccc(S(=O)(=O)Nc4onc(C)c4C)cc3)cc(=O)c2cc1C	-13%	12%	-3.2%	-10%	-3%
21	COc1cccc(C(=O)Nc2ccc(NC(=O)C(C)C)nc2)c1	-9%	-21%	2.1%	-9%	?
22	Cc1cc2c(cc1S(=O)(=O)N1CCN(c3cccc(C)c3C)CC1)OCCN2C	11%[57.1 µM]	-12%	2.0%	-1%[57.1 µM]	23%
23	O=C(CN(Cc1ccc2c(c1)OCO2)C(=O)c1cnsn1)NC1CCCC1	11%[57.1 µM]	-51%	-0.5%	11%[57.1 µM]	22%
24	COc1ccccc1CNC(=O)COC(=O)Cc1c(Cl)cccc1Cl	4%	10%	1.7%	-4%	1%
25	Cc1nc(S/C(=C/c2ccc(-c3ccc(Cl)cc3)o2)C(=O)O)n[nH]1	?	?	0.8%	-11%	116%[activator]
26	CCCN(C(=O)CCn1cnc2onc(-c3ccc(F)cc3)c2c1=O)c1ccccc1C	17%	6%	-3.9%	-6%	-22%
27	CCOC(=O)CC1C(=O)NCCN1Cc1ccc(OC)c(OC)c1 (stereo not given)	22%[57.1 µM]	-20%	1.6%	7%[57.1 µM]	21%
28	COc1ccc(-c2cc(C)no2)cc1S(=O)(=O)Nc1ccc(NC(C)=O)cc1	-7%	24%[11.4 µM]	-0.9%	-12%	-20%
29	CCC1(CC)NC(=O)N(CC(=O)OCC(=O)c2cc(C)c(C)cc2C)C1=O	-11%	-14%	0.9%	-8%	-21%
30	COc1ccc(C(=O)NC(=S)N2CCOCC2)cc1OC	-1%	-16%	-0.1%	-2%	-6%

item	Vif-A3G inh	Vif-APOBEC3F blk	mIDH1 inhibitor	USP1-UAF1 inh
16	?	1%	-6%	9%
17	-5%	-10%	12%	-22%
18	0%	7%	-1%	-25%
19	-10%	1%	3%	-4%
20	2%	4%	1%	-19%
21	-2%	0%	2%	-8%
22	-2%	-9%	-1%	-6%
23	-1%	4%	5%	-11%
24	-8%	-21%	6%	-18%
25	?	2%	3%	4%
26	3%	-1%	-15%	-8%
27	0%	8%	1%	-10%
28	-27%	-14%	1%	-7%
29	0%	6%	9%	-17%
30	1%	0%	5%	-3%

Some of these compounds in order of molar mass, rising:
item	SMILES	TrxR1 inh	RGS4 inhibitor	RXFP1 ag	TrxR1 substrate	12-LOX inh
30	COc1ccc(C(=O)NC(=S)N2CCOCC2)cc1OC	-1%	-16%	-0.1%	-2%	-6%
23	O=C(CN(Cc1ccc2c(c1)OCO2)C(=O)c1cnsn1)NC1CCCC1	11%[57.1 µM]	-51%	-0.5%	11%[57.1 µM]	22%
26	CCCN(C(=O)CCn1cnc2onc(-c3ccc(F)cc3)c2c1=O)c1ccccc1C	17%	6%	-3.9%	-6%	-22%

item	Vif-A3G inh	Vif-APOBEC3F blk	mIDH1 inhibitor	USP1-UAF1 inh
30	1%	0%	5%	-3%
23	-1%	4%	5%	-11%
26	3%	-1%	-15%	-8%

New compounds follow
item	SMILES	TrxR1 inh	RGS4 inhibitor	RXFP1 ag	TrxR1 substrate	12-LOX inh
31	CCCCCCSc1cccc(-c2nc3cc(C)ccn3c2NCc2ccccc2)c1	-4%[57.1 µM]	19%	8.5%	20%[57.1 µM]	?
32	COC(=O)c1nc2n(n1)C(c1cccc(Cl)c1)C1=C(CCCC1=O)N2 (stereo not given)	19%	10%	2.7%	-3%	-2%
33	CCOC(=O)C(C)n1cnc2c(nnn2Cc2ccc(Cl)cc2)c1=O (stereo not given)	0%	37%	1.3%	5%[57.1 µM]	-10%
34	O=C(NC(=S)Nc1ccc(N2CCCCC2)c(Cl)c1)c1ccc2c(c1)OCCO2	-24%	-41%	0.3%	-8%	22µM*
35	O=C(CSc1nc2ccccc2c(=O)[nH]1)Nc1nc(-c2ccc(Br)cc2)cs1	-6%	-18%	-2.3%	-8%	224%[activator]
36	O=C(c1cc(-c2cccs2)on1)N1CCN(C(c2ccccc2)c2ccccc2)CC1	9%[57.1 µM]	-21%	1.0%	0%[57.1 µM]	42%[activator]
37	O=C1c2ccccc2C(=O)N1CCCOCc1c[nH]c(=O)[nH]c1=O	-59%[57.1 µM]	-15%	2.7%	-2%[11.4 µM]	20%
38	Cc1ccc(CCNC(=O)c2cc(S(=O)(=O)N3CCCC3)cn2C)cc1	2%[57.1 µM]	9%	2.8%	-1%[57.1 µM]	-15%

item	Vif-A3G inh	Vif-APOBEC3F blk	mIDH1 inhibitor	USP1-UAF1 inh
31	-2%	?	5%	7%
32	6%	3%	17%	4%
33	1%	-4%	-4%	4%
34	-26%	10µM*	4%	-20%
35	-1%	?	6%	-21%
36	2%	1%	-2%	-12%
37	-1%	-8%	-2%	-1%
38	1%	1%	-14%	-13%

Taken from above:
O=C1c2ccccc2C(=O)N1CCCOCc1c[nH]c(=O)[nH]c1=O in Vif-APOBEC3F blk is listed with -8%
O=C(CSc1nc2ccccc2c(=O)[nH]1)Nc1nc(-c2ccc(Br)cc2)cs1 in TrxR1 inh is listed with -6%

Bioassay records (PubChem BioAssay)

A portion of the library (hit frequency here may not be typical).
